Screening data (PubChem)
M17LAP inhibition: P. falciparum M17LAP inhibitors, primary screen, biochemical, fluorogenic H-Leu-NHMec substrate, 1536-well (AID 1619); inhibition, % at 30 µM, or IC50 in µM where a hit was titrated; recombinant M17LAP, H-Leu-NHMec fluorogenic kinetic assay; higher % means a stronger effect; actives 0.38% (n = 220,000);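 active means compound inhibiting the enzyme by more than half at any dose during confirmatory dose-response retesting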;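 further: plate controls were full reaction with DMSO carrier for no effect and no enzyme background for full effect; strong numbers were not always called active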
NOD2 inhibition: NOD2 signaling inhibitors, cell-based, luminescence, uHTS, HEK293 (AID 1566); actives 0.63% (n = 290,000); HEK293 NOD2/NF-kB luciferase reporter, luminescence; higher % means a stronger effect; inhibition, % at 4 µM, or EC50 in µM where a hit was titrated; in the data active means inhibition above about 50%; further: many of its hits are not listed in these tables
Yfh1-off respiration: mitochondrial function rescue without frataxin homolog – Friedreich's ataxia, plus single-dose screen, dose response (AID 1465); S. cerevisiae Yfh1-off respiration, WST-1 reduction, 72 h; higher fold induction means a stronger effect; one-dose fold induction at 50 µM; EC50 in µM for titrated hits; actives 0.074% (n = 220,000);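 active means fold induction of absorbance versus untreated yeast above a set limit, then at least 30% activation at any dose in follow-up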;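 further: activators that raise dye reduction in frataxin-depleted yeast; strong numbers were not always called active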
Ins promoter up: MIN6 insulin promoter up-regulation. MIN6 insulin promoter-GFP reporter, high-content imaging; hits give high values. z-score at 5 µM. actives 0.3% (n = 190,000). AID 1625;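 active means z-score above 3 at 5 µM with at least 500 cells counted in the well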
NOD1 NF-kB reporter: inhibition of NOD1-driven NF-kB reporter – cell-based, luminescence, uHTS, primary screen (AID 1578); NOD1-driven NF-kB luciferase reporter cells, luminescence; higher % means a stronger effect; inhibition, % at 4 µM; hits with a dose series show EC50 in µM; actives 1% (n = 290,000); in the data active means inhibition mostly above about 36%, no sharp cut-off; inactive means mostly below about 34%;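 further: HEK-293T reporter cells stimulated with the NOD1 agonist gamma-tri-DAP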
MT stabilizer: microtubule stabilization, imaging screen. % tubulin-high responders, % at 10 µM. AID 2205. HeLa tubulin immunostaining HCS, 24 h; share of cells brighter than vehicle mean+2SD. actives 0.83% (n = 200,000);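 active means plate Z-score above 3 for both tubulin-high and condensed-nucleus cell shares, with cell loss under 80%, at 10 µM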;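 further: anti alpha tubulin signal scored within the nucleus-defined area of each cell; some results filed as inactive read as strong as hits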
b-catenin transl: modulators of beta-catenin nuclear translocation | HeLa beta-catenin nuclear translocation, immunofluorescence imaging | nuclear translocation activity, % at 5 µM | actives 0.3% (n = 190,000) | AID 1665;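 active means nuclear translocation activity above 50% at 5 µM, with a well cell count of 50 or more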;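 further: per-cell ratio of nuclear to cytoplasmic median beta-catenin stain intensity; plate controls were DMSO negative control for no effect and GSK-3 inhibitor IX positive control for full effect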
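Read-out: Nuclear/cytoplasmic beta-catenin signal ratio, % activation | Assay system: Human HeLa cell line | Times: 24 h compound exposure at 37°C, 5% CO2 | Signal: Fluorescence imaging of beta-catenin antibody stain plus DAPI | Dosing: 5 µM primary, 0.02–20 µM confirmation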
Autophagy HCS: alters autophagy in cells | MEF GFP-LC3 puncta imaging; test concentration mostly 10 µM | calls only at 10 µM (by protocol) | actives 0.98% (n = 190,000);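 active means percentage of spot-positive cells more than 3 SD above its plate mean, without a fluorescence outlier flag or 80% toxicity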;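 further: spot-positive cell cutoff set from DMSO-treated cells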
Dynein cargo inh: blocks dynein driven cargo transport along microtubules; z-score, hits read low; AID 1381; actives 0.47% (n = 220,000); 3617.4 mouse cells, GR-EGFP nuclear translocation imaging; test concentration mostly 20 µM; stimulated with dexamethasone, 1 µM; hits give low values;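 active means plate z-score of nuclear minus cytoplasmic receptor signal below a set negative limit, without overly bright fluorescence or cell loss, cut at about -3.5 in these data, passing the limit was not always enough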;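 further: z-score of nuclear minus cytoplasmic ring GR-EGFP intensity difference per well; some compounds called inactive have numbers as strong as hits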
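Schedule: 48 h induction, then 1 h compound, then 30 min agonist, 37 °C. Buffer or medium: tetracycline-free induction medium containing charcoal-stripped FBS. Reagent: 1.0 µM final dexamethasone stimulus. Evaluation: nuclear versus cytoplasmic GR-EGFP signal, averaged per well. Signal: high-content fluorescence imaging after fixation.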
Dynein cargo inh cytoplasmic EGFP: recorded beside Dynein cargo inh, whose call it bears; z-score; measured here: cytoplasmic GR-EGFP intensity; hits give high values
Dynein cargo inh nuclear GR-EGFP: further read-out of Dynein cargo inh, marked with its call; z-score; measured here: nuclear GR-EGFP intensity;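 lower value marks the stronger effect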
Dynein cargo inh cell count: second read-out of Dynein cargo inh, no call of its own (marks repeat the call); z-score; measured here: cell count per field
Ins promoter up cell count: also measured in Ins promoter up; calls as there; cell count; measured here: cytotoxicity, nuclei count;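 total cells summed across four imaged fields per well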
b-catenin transl cell count 5 µM: also measured in b-catenin transl; calls as there; cell count; measured here: cell count, cytotoxicity flag
MT stabilizer Hoechst-high %: second read-out of MT stabilizer, no call of its own (marks repeat the call); % Hoechst-high responders; measured here: nuclear condensation Hoechst responders;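 share of cells brighter than vehicle mean plus two SD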
MT stabilizer cytotoxicity %: recorded beside MT stabilizer, whose call it bears; toxicity, %; measured here: cytotoxicity by cell density;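 0% = mean cell density of plate MIN control wells and 100% = no cells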
Autophagy HCS cell loss 18 h: recorded beside Autophagy HCS, whose call it bears; toxicity, %; measured here: cell loss, nuclei count;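 cell loss after 18 h compound exposure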
An asterisk follows results filed as active; i = inactive; . = no result given. This is a subset, so the mix of outcomes need not match the whole.

Order of values: MT stabilizer	Ins promoter up cell count	NOD2 inhibition	MT stabilizer cytotoxicity %	MT stabilizer Hoechst-high %	Dynein cargo inh cell count	Dynein cargo inh cytoplasmic EGFP	Autophagy HCS	NOD1 NF-kB reporter	Yfh1-off respiration	Dynein cargo inh	M17LAP inhibition	Autophagy HCS cell loss 18 h	b-catenin transl cell count 5 µM	Ins promoter up	b-catenin transl	Dynein cargo inh nuclear GR-EGFP
1: CCn1c(O)c(C(C#N)=C2N=c3ccccc3=N2)c2ccccc21
 : 1.4	1130	2%	7.9	0.7	0.65	-0.16	i	11%	i	-0.59	-5%	7	1421	0.46	-1.8	-0.5
2: CCOC(=O)c1ccc(OC)c(OC)c1Cl
 : .	1149	0%	.	.	0.14	0.12	.	1%	i	-0.39	-1%	.	1269	-0.69	0.4	-0.1
3: O=c1c2cc(NC(=S)N3CCCCCC3)ccc2nc2n1CCCCC2
 : 3.4	1210	15%	8.4	2.2	-0.59	-0.23	i	-22%	i	0.5	-8%	1	1065	-1.1	-3.1	0.53
4: C=CCn1c(Cc2cccs2)nnc1SCC(=O)Nc1ccc(OC)c(OC)c1
 : 2.6	1126	16%	24	0.3	-0.2	-0.031	i	.	i	-0.51	-11%	-2	1052	-0.44	-2.1	-0.31
5: CCCNC(=O)c1nn2cc(Br)cnc2c1Cl
 : 3.7	1361	12%	0.6	1.3	0.6	-0.29	i	-10%	i	-0.72	1%	6	1013	1.4	-1.2	-0.39
6: Cc1nnc(N/N=C/c2ccco2)n1N
 : .	1329	7%	.	.	0.61	-0.37	i	-42%	i	1	-6%	12	1131	-0.36	-0.6	0.82
7: COc1ccc(OC)c(N(CC(=O)N2CCCCC2)S(=O)(=O)c2ccc(OC)c(OC)c2)c1
 : 3.7	.	-8%	2.0	1.9	0.68	-0.25	i	-33%	i	-0.3	7%	-3	580	.	1.5	0.15
8: O=C(C(NS(=O)(=O)c1cccs1)c1ccccc1)N1CCN(c2ccccc2F)CC1 (stereo not given)
 : 1.5	849	-3%	6.9	1.3	0.8	-0.32	i	3%	i	-0.67	-10%	2	1192	-0.11	2.3	-0.011
9: O=C(COC(=O)/C=C/c1ccc(Cl)cc1)NCCc1ccccc1
 : 1.2	1020	2%	7.8	5.0	0.69	-0.29	i	-5%	i	-0.19	2%	-1	.	0.25	.	-0.29
10: CCOc1ccc(/C=N/NC(=O)c2cc(-c3ccco3)nc3ccccc23)cc1
 : 4.1	1358	-26%	0.5	2.9	-1.1	-0.13	i	-50%	i	2	0%	1	.	-1	.	1.1
11: COC(=O)c1cc2sccc2n1CC(=O)Nc1cc(OC)cc(OC)c1
 : 2.4	1100	8%	11	2.3	0.52	0.012	i	33%	i	0.36	6%	5	1365	-0.76	0.2	0.24
12: O=C(Oc1cccc(OC(=O)N2CCCCC2)c1)N1CCCCC1
 : 2.7	1568	29%	12	2.2	-1.9	0.081	i	-3%	i	2.6	6%	0	1538	0.61	0.2	2
13: CC(C)(C)C(=O)N=C1SC2CS(=O)(=O)CC2N1c1ccc2c(c1)OCO2 (stereo not given)
 : 3.4	1205	-2%	14	2.4	-1.8	-0.084	i	-20%	i	1.8	2%	0	.	-0.7	.	1.8
14: Nc1nc2n(n1)C(c1ccco1)CC(c1ccc(Cl)c(Cl)c1)N2 (stereo not given)
 : 2.8	.	6%	8.4	1.9	0.29	-0.19	i	-12%	i	-0.19	-14%	-1	1091	.	0.0	0.078
15: N/C(=N\OC(=O)c1cnn(-c2ccccc2)c1C(F)(F)F)c1cc(C(F)(F)F)cc(C(F)(F)F)c1
 : .	1177	-11%	.	.	1.3	-0.32	.	-8%	i	-0.14	4%	.	1281	0.66	0.9	-0.15

A different layout for 2 compounds above.
#8 O=C(C(NS(=O)(=O)c1cccs1)c1ccccc1)N1CCN(c2ccccc2F)CC1 (stereo not given)
#9 O=C(COC(=O)/C=C/c1ccc(Cl)cc1)NCCc1ccccc1
entry no.,8,9
MT stabilizer,1.5,1.2
Ins promoter up cell count,849,1020
NOD2 inhibition,-3%,2%
MT stabilizer cytotoxicity %,6.9,7.8
MT stabilizer Hoechst-high %,1.3,5.0
Dynein cargo inh cell count,0.8,0.69
Dynein cargo inh cytoplasmic EGFP,-0.32,-0.29
Autophagy HCS,i,i
NOD1 NF-kB reporter,3%,-5%
Yfh1-off respiration,i,i
Dynein cargo inh,-0.67,-0.19
M17LAP inhibition,-10%,2%
Autophagy HCS cell loss 18 h,2,-1
b-catenin transl cell count 5 µM,1192,.
Ins promoter up,-0.11,0.25
b-catenin transl,2.3,.
Dynein cargo inh nuclear GR-EGFP,-0.011,-0.29

The list continues.
Order of values: MT stabilizer	Ins promoter up cell count	NOD2 inhibition	MT stabilizer cytotoxicity %	MT stabilizer Hoechst-high %	Dynein cargo inh cell count	Dynein cargo inh cytoplasmic EGFP	Autophagy HCS	NOD1 NF-kB reporter	Yfh1-off respiration	Dynein cargo inh	M17LAP inhibition	Autophagy HCS cell loss 18 h	b-catenin transl cell count 5 µM	Ins promoter up	b-catenin transl	Dynein cargo inh nuclear GR-EGFP
16: CN1CCC(N(C)CC(C)(C)NS(=O)(=O)c2ccccc2)CC1
 : .	1037	-2%	.	.	-0.051	-0.19	.	-3%	i	0.14	-6%	.	1247	-0.15	-0.8	0.089
17: NC(=O)[C@@H]1CCCN1Cc1nc(Cc2cccc(C(F)(F)F)c2)no1
 : 4.9	1400	11%	6.4	2.6	0.7	-0.25	i	-22%	i	-1.4	-1%	17	1063	-0.05	-1.4	-0.67
18: OCC1CCCN(c2ncnc3scc(-c4ccccc4)c23)C1 (stereo not given)
 : 2.7	1158	23%	11	2.2	0.6	-0.23	i	12%	i	0.53	3%	-14	1068	0.44	-1.4	-0.11
19: COc1ccc(NC(=S)N(CCN(C)C)C(C)c2ccco2)cc1Cl (stereo not given)
 : 2.5	1451	-8%	2.6	2.4	-0.028	-0.2	i	2%	i	-0.27	-9%	-16	1122	-0.5	-1.2	-0.061
20: CC1(C)C([N+](=O)[O-])C(c2ccc(Cl)cc2)NC(c2ccc(Cl)cc2)C1[N+](=O)[O-] (stereo not given)
 : 4.1	1450	-18%	5.7	2.8	0.46	-0.22	i	18%	i	-0.45	3%	11	1084	-1.1	-1.4	-0.39
21: Cc1c(C(=O)NC(=S)Nc2ccc3c4c(cccc24)CC3)cccc1[N+](=O)[O-]
 : 6.1	1460	0%	7.4	3.1	-0.036	-0.16	i	-32%	i	0.029	-27%	-17	1400	0.36	1.9	-0.28
22: Cc1ccc(CNc2oc(-c3ccco3)nc2C#N)cc1
 : 4.6	.	-7%	57	1.9	-0.08	-0.11	i	-43%	.	-0.32	12%	0	1164	.	-1.3	0.23
23: CCOC(=O)C1=C(C)C(c2ccc(OC)cc2)NC(=O)N1 (stereo not given)
 : 4.2	1212	-6%	2.0	2.3	1	-0.27	i	-18%	i	-0.59	0%	0	1144	0.48	-0.9	-0.21
24: O=C(CCn1cnc2ccccc21)N/N=C/C=C/c1ccccc1
 : .	1117	16%	.	.	-0.26	-0.21	.	-2%	i	-0.054	15%	.	1415	0.52	1.8	0.4
25: O=C(CN1CCOCC1)N1CCN(S(=O)(=O)c2ccccc2)C1c1ccccc1 (stereo not given)
 : 3.0	.	-12%	4.2	3.9	-0.21	-0.13	i	-21%	i	-0.92	-2%	3	1126	.	0.1	-0.13
26: OCCCc1nc2n(n1)C(c1cccs1)C=C(c1ccc(Br)cc1)N2 (stereo not given)
 : 2.0	1977	12%	8.3	3.9	1.1	-0.033	i	-27%	i	-0.69	-4%	9	1281	1.1	-2.8	-0.34
27: COc1ccc(/C=C/C(=O)OCC(=O)Nc2ccc(OC)c(S(=O)(=O)N3CCCCC3)c2)cc1
 : 8.0	1561	1%	2.1	2.8	-0.32	-0.23	i	-22%	i	0.84	-1%	15	1199	0.61	-4.8	0.27
28: COc1cc(C(C)=O)ccc1OC(=O)c1cc2cccc(OC)c2oc1=O
 : 1.3	1632	-7%	12	2.0	0.2	-0.26	i	-53%	i	0.69	-2%	2	1041	-1.7	-2.5	0.31
29: CN=C1SC(CC(=O)NCCc2ccc(OC)c(OC)c2)C(=O)N1C (stereo not given)
 : 4.7	1374	12%	6.9	3.5	-1.7	0.25	i	-6%	i	1.4	4%	9	1235	0.2	-3.6	1.3
30: CCN1C(=O)C2C(c3ccccc3F)NC(Cc3ccc(O)cc3)(C(=O)OC)C2C1=O (stereo not given)
 : 5.2	1456	8%	8.8	3.1	-0.46	-0.14	i	7%	i	-0.41	2%	-13	960	-0.33	-2.6	0.06
31: Cc1ccc(NC(=O)COC(=O)c2ccc3c(c2)OCO3)c(C)c1
 : .	1425	8%	.	.	0.2	-0.23	.	-2%	i	-0.088	0%	.	1033	-1.7	-0.2	-0.08
